Screening results as filed in PubChem.
PfGluPho inh: PfG6PD (Plasmodium falciparum) enzyme inhibition | inhibition, % at 20 µM | hit rate 0.78% among 350,000 | PfGluPho enzyme, NADPH resazurin-diaphorase fluorescence | AID 504690;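 active = inhibition reaching at least a set limit at 20 µM in the primary screen, cut at about 59% in these data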;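 also: 0% = DMSO wells with substrate and 100% = DMSO wells lacking glucose-6-phosphate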
Apaf1 inhib: inhibitors of human Apaf-1 apoptosome. inhibition, % at 20 µM. O14727. AID 489030. reconstituted apoptosome caspase-3 activity, DEVD-Rh110 fluorescence. hit rate 0.71% among 330,000; active = inhibition of at least 40% at 20 µM;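 also: plate controls were DMSO wells for no effect and DEVD-CHO caspase inhibitor wells for full effect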
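Material: reconstituted apoptosome with Apaf-1, cytochrome c, caspase-9, procaspase-3, dATP. Technique: Rh110 fluorescence intensity. Buffer or medium: pH 7.5 Hepes buffer with CHAPS, BSA, DTT. Times: 30 min plus 50 min, RT.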
NALP3 yeast inh: inhibitors of NALP3 inflammasome in yeast; Yeast reconstituted NLRP3/ASC/caspase-1, beta-gal luminescence, 24 h; inhibition, % at 10 µM; hit rate 0.39% among 330,000;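 active = inhibition of 50% or more; inactive = inhibition below 50%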;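 also: plate controls were induced DMSO wells for no effect and uninduced yeast grown without galactose for full effect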
SENP1 FRET inh: inhibitors of human SENP1 SUMO protease catalytic domain. Q9P0U3. recombinant SENP1 catalytic domain, CyPet-SUMO1-YPet FRET cleavage. inhibition, % at 10 µM. hit rate 0.21% among 360,000. AID 624204;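 active = inhibition at least 30% at 10 µM, raw YFP signal under a set limit, fluorescence ratio 0.5 to 1.5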;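 also: 0% = enzyme with DMSO and 100% = no enzyme wells; some results filed as inactive read as strong as hits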
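Test system: hSENP1 catalytic domain, recombinant; Amount: 20 pM final SENP1 enzyme; Medium: Tris pH 8 buffer plus EDTA, NaCl, BME, BSA, NP40, catalase; Schedule: 50 min enzyme reaction, room temperature, light-protected; Technique: FRET fluorescence in CFP and YFP emission channels; Controls: no-enzyme wells low, DMSO-plus-enzyme wells high control.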
HKDC1 inh: blocks human hexokinase HKDC1 activity; inhibition, % at 20 µM; hit rate 0.16% among 340,000; Q2TB90; recombinant HKDC1, G6PDH/diaphorase resazurin coupled fluorescence;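 active = inhibition above about 35% when tested at 20 µM, limit read from the data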;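 also: plate controls were DMSO wells with enzyme for no effect and DMSO wells lacking enzyme for full effect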
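Assay system: in-house recombinant HK5 (HKDC1) enzyme. Input: HKDC1 at 5 µg/mL. Medium: Tris pH 8.0 buffer with MgCl2, Tween-20, BSA, BME. Dosing: single 20 µM dose. Schedule: 90 min reaction incubation at room temperature, dark. Signal: resazurin-to-resorufin fluorescence via G6PDH and diaphorase coupling, 525/613 nm. Controls: DMSO-enzyme wells negative, buffer-substituted wells positive.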
SENP6 inh: SENP6 protease inhibition; Q9GZR1; Recombinant SENP6 catalytic domain, aminoluciferin luminescence; inhibition, % at 10 µM; hit rate 1.8% among 330,000;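 active = inhibition above about 50% at the single tested dose, limit read from the data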;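 also: plate controls were DMSO wells with enzyme for no effect and DMSO wells lacking enzyme for full effect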
SENP7 block: SENP7 protease inhibition; Q9BQF6; recombinant SENP7, Z-RLRGG-aminoluciferin luminescence, 40 min; inhibition, % at 5 µM; hit rate 1.5% among 330,000;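 active = inhibition above about 50% at the single test dose, limit read from the data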;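 also: plate controls were DMSO with enzyme for no effect and no enzyme buffer wells for full effect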
SENP8 block-1: inhibitors of human SENP8 protease | recombinant SENP8, Nedd8 substrate fluorescence | AID 602440 | hit rate 0.64% among 360,000 | inhibition, % at 20 µM; in the data active = inhibition mostly above about 40%, no sharp cut-off; inactive = mostly below about 27%
SENP8 block-2: blocks the human protease SENP8 | Q96LD8 | purified SENP8, Z-RLRGG-aminoluciferin cleavage, luminescence | inhibition, % at 10 µM | hit rate 1.2% among 330,000 | AID 2540; in the data active = inhibition above about 50%
* hit, by the source's call; . = no result given; & = joins results of further samples.

Every second line gives: NALP3 yeast inh, SENP1 FRET inh, SENP7 block, HKDC1 inh, SENP8 block-1, PfGluPho inh, SENP8 block-2, SENP6 inh, Apaf1 inhib
CC1CCCN(C(=O)C2CCN(CCCc3ccccc3)CC2)C1 (stereo not drawn)
 : 33, ., 1, -4, ., -9, -8, -12, 2
C=C(C)[C@@H]1CC=C(CN2CCN(Cc3ccccc3)CC2)CC1
 : 32, 1, 1, 4, 17, -2, -2, -12, 8
O=C(CCCCCNC(=S)Nc1ccccc1)C[N+](=O)[O-]
 : -14, 1, 3, -6, 11, -19, -3, 3, 0
COc1ccc(OC)c(NC(=O)CC2SC(=Nc3ccc(F)cc3)N(CCC3=CCCCC3)C2=O)c1 (stereo not drawn)
 : 8, 1, -2, -7, 5, 25, -8, 15, 4
NC(=O)c1nn(-c2ccccc2)c(=O)cc1O
 : 5, 4, 4, 1, 10, -6, 2, -2, -11
Cc1cccc2c(=O)cc(C)n(CC(=O)N3CCOCC3)c12
 : 10, 0, 0, 1, 14, -14, 2, -10, 4
c1ccc(-n2ncc3c(NCc4ccco4)ncnc32)cc1
 : 31, -2, 7, 4, 8, 24, 0, -7, 2
O=C(CN1C(=O)C2CC=CCC2C1=O)Nc1ccc(Br)cc1 (stereo not drawn)
 : 1, 1, 0, -8, 1, 1, -2, -5, 8
CC1(C)Cc2ccccc2C2=C(C(=O)N3CCCCCC3)C(=O)C(=O)N21
 : 22, 2, -12, -9, 11, -4, -9, -16, -3
COc1ccc(C2CC(c3ccc(OC)cc3)n3nc(NC(=O)c4cccs4)nc3N2)cc1 (stereo not drawn)
 : -2, -6, -1, 7, -325, -15, -8, -14, 1
Cc1cc(Nc2ccccc2)n(-c2ccc(C(=O)O)cc2)n1
 : 27, -2, -1, -3, 3, -1, -7, -8, -2
CC1=NN(c2ccc(C(=O)O)cc2)C(=O)CC1
 : 18, 3, -2, 1, 4, -10, -5, -5, -7
COc1cc(-c2nnc(SCC(=O)Nc3ccc(C(=O)O)cc3)o2)cc(OC)c1OC
 : 1, 1, -1, -3, -4, 0, 4, -5, -9
COc1ccc2nc(NC(=O)c3cccnc3SC)sc2c1
 : 30, 2, 85*, -2, -287, -3, 71*, 93*, -1
COc1cc(CNC(=O)OCC(C)C)cc(OC)c1OC
 : 16, 5, 4, -1, 8, -16, 5, -4, 3
CCOc1ccc(C2Nc3ccccc3C(CC)(CC)O2)cc1 (stereo not drawn)
 : 14, -1, -3, -7, 4, 15, -9, -3, 9
COCc1cc(C)nc(SCC(=O)Oc2ccc(Cl)cc2)c1C#N
 : 7, -33, -13, -3, -417, 16, -9, 5, 14
CCOC(=O)CCC(NC(=O)CCC(=O)NC(CCC(=O)OCC)C(=O)OCC)C(=O)OCC (stereo not drawn)
 : 4, 1, -2, -7, 15, -3, -6, 5, -13
CCOC(=O)C1CCCN(S(=O)(=O)c2cc(Br)cc3c2N(C(=O)CC)CC3)C1 (stereo not drawn)
 : 19, 3, -7, -3, 16, -10, -13, -8, 20
Cc1ccc(-n2nnnc2SCC(=O)Nc2nc(-c3ccc(F)cc3)cs2)cc1C
 : 16, 3, -7, -10, 0, -5, -10, -4, -8
CC(C)COc1ccc(CNC(=S)Nc2ccccc2)cc1Cl
 : 30, 5, 4, 2, 18, 18, 5, -11, 16
O=c1c2ccccc2cnn1-c1ccc(Cl)cc1
 : 16, 4, 57*, -4, -4, -4, 34, 59*, 3
COc1cccc(CNC(=O)COC(=O)CCCNC(=O)c2ccc(Cl)cc2)c1
 : 12, -1, 3, -2, 8, -1, -12, -14, 0
COCCN(Cc1ccccc1)C(=O)c1cccc(S(=O)(=O)N(C)c2c(C)n(C)n(-c3ccccc3)c2=O)c1
 : 5, -1, 0, 1, -53, -20, 2, -6, 21
NS(=O)(=O)c1cccc(NC(=O)CSc2nnnn2-c2ccccc2)c1
 : 4, 1, -7, -3, 1, 4, -6, -23, -6
Cc1nc(N2CCN(c3ccccc3)CC2)nc2c1C(=O)CC(C)C2 (stereo not drawn)
 : 6, -11, -3, -2, 14, 8, 7, 9, 12
COc1ccc(-c2noc(CCC(=O)N3CCN(c4ccccc4OC)CC3)n2)cc1
 : ., 2, 8, 12, 8, 1, ., ., 20
CCCCCOc1ccc(NC(=O)C(=O)NCCCn2ccnc2)cc1
 : 6, 1, -10, 1, 18, 6, -4, 8, 8
Cc1ccccc1NC(=O)COC(=O)C1CC2CCCC(C1)C2=O (stereo not drawn)
 : 4, 2, -4, -5, -1, -1, -18, -2, 9
Cc1cc(C)c(NC(=O)CSc2nc3ncc(Br)cc3[nH]2)c(C)c1
 : 5, -1, 11, -5, 3, 24, -7, -6, -4
CN(C[C@H](Cc1ccccc1)N(C[C@H](CC1CCCCC1)N(CCc1ccccc1)N=O)N=O)N=O
 : 11, -1, 15, 2, 10, 16, -4, -11, 15
Cc1ccccc1-c1nc(CN2CCC(C(=O)NCCCN3CCOCC3)CC2)c(C)o1
 : 8, -1, 5, -5, 14, 3, -5, -6, 1
Cc1ccsc1CN(C)CC(=O)Nc1ccc([N+](=O)[O-])cc1Cl
 : 32, -1, -1, 0, 18, 9, -12, -20, 13
COc1nc(NCCc2ccc(OC)c(OC)c2)nc(OC)n1
 : 7, 2, 0, -2, 14, 6, -4, -8, 4
COc1ccc(OC)c(C(c2nnnn2C(C)(C)C)N2CCc3ccccc3C2)c1 (stereo not drawn)
 : 13, 1, 6, 9, 18, -14, -2, -3, 11
CSc1ncccc1C(=O)Nc1ccc(S(=O)(=O)N2CCCC2)cc1
 : 3, 1, 0, -4, 11, 5, 2, 18, -18
Cc1nc(SCC(=O)N2CCOCC2)c2c(=O)n(C)c(=O)n(CC(C)C)c2n1
 : -7, -5, -4, -4, 3, -4, -15, -11, 9
COC(=O)c1ccccc1NC(=O)COC(=O)c1cccnc1
 : 14, 0, 12, 1, -6, 16, -6, 7, 2
CC1=NN(C(N)=S)C(=O)C1N=Nc1ccccc1 (stereo not drawn)
 : 20, 4, 53*, -27, 23, -14, 59*, 72*, -15
CC(C)(C)c1nnc(NC(=O)C2c3ccccc3Oc3ccccc32)s1
 : -17, -1, -8, -29, 38, 77*, -6, -23, -5
CCN(CC)CCSc1nc2ccccc2n1Cc1ccccc1
 : 24, 0, 1, 7, 3, -12, 2, 18, 11
CS(=O)(=O)N1CCCC(C(=O)NCc2ccccn2)C1 (stereo not drawn)
 : -1, 1, 7, -7, 5, -12, -11, -7, -10
CN=c1sc2ccccc2n1CC(O)c1ccccc1 (stereo not drawn)
 : 12, 0, 6, -7, 6, 25, -6, 13, -3
COc1cc(CO)ccc1OCC(=O)Nc1ccc(Br)cc1
 : 25, 2, 7, -7, 6, 7, 6, 9, -3
CCOC(=O)c1oc2nc(C(C)C)c3c(c2c1N)CCC3
 : 24, 0, 5, 6, -365, -4, -1, -1, 14
CCOc1ccc(NC(=O)NNC(=O)c2ccc3ccccc3c2O)cc1
 : 14, -3, 8, 13, -406, -11, -2, -12, 13
CCN(CC(=O)Nc1c(F)cccc1F)C(=O)c1cccc(S(=O)(=O)N(C)c2ccccc2)c1
 : 10, 1, 2, -5, 10, -2, -15, -8, -2
COc1ccc(N2CCN(C(=O)C3CCN(S(=O)(=O)c4ccc5c(c4)oc(=O)n5C)CC3)CC2)cc1
 : -6, 1, -1, -2, 11, 4, 5, -4, 3
COc1nonc1NCn1nc(C)cc1C
 : 4, 2, -11, -4, 4, -3, -7, -26, -1
O=C(N/N=C\c1ccc(Sc2ccccn2)o1)c1cccc(F)c1
 : 19, 0, 9, 1, -66, 4, -6, -8, 6
Cc1cccc(Cc2nnc(NC(=O)c3cccc(S(=O)(=O)N4CCOCC4)c3)s2)c1
 : 14, 0, 2, -4, 8, -15, 6, -15, -3
Cc1nnn(-c2nonc2N)c1C(=O)NNC(=O)c1ccc(Cl)c(Cl)c1
 : 13, -9, 8, -5, 10, -9, -2, -6, -7
N#CC1(NC(=O)COc2ccc(C(N)=O)cc2)CCCC1
 : 6, -1, 2, -3, 4, 2, 2, 13, 2
CC1=C(/C=C/C(C)=C/C=C/C(C)=C/C(=O)Nc2ccc(O)cc2)C(C)(C)CCC1
 : 26, 3&0, -1, -3&2, 18&37, 26&29, 6, -2, 7
NC(=O)c1ccccc1NC(=O)CS(=O)(=O)Cc1ccccc1
 : -17, 0, -4, 2, 2, -1, -4, -17, -7
O=C1CCCc2ccccc2N1Cc1cccc(Cl)c1
 : 4, 2, 3, 3, 4, 2, 0, -15, 11
CC1CN(C2CCN(S(=O)(=O)Cc3ccccc3)CC2)CC(C)O1 (stereo not drawn)
 : 8, 3, 6, -6, 12, -5, -1, 6, -6
O=C(CN1CCN(c2ccc(O)cc2)CC1)NC(=O)NCc1ccco1
 : 15, 1, -1, -1, 38, 47, -2, -5, -7
CCN(CC)C(=O)c1ncn(Cc2ccccc2)c1C(=O)N(CC)CC
 : 8, 1, 6, -5, 22, -3, -8, -4, -1
Cc1ccc2cc(C#N)c(N3CCN(C(=O)c4cccs4)CC3)nc2c1
 : 12, -93, -1, -5, -499, -4, -6, -25, 19
Cc1ccc(N2C(=O)C3CC3C2=O)cc1 (stereo not drawn)
 : -8, 1, 7, 1, -6, 14, -5, -9, -8
N#Cc1ccc(Cl)cc1NC(=O)CSc1cccc[n+]1[O-]
 : 2, 0, -2, 1, -11, 5, -15, -1, 0

Shown as a hit in PfGluPho inh, among the entries above:
mol,NALP3 yeast inh,SENP1 FRET inh,SENP7 block,HKDC1 inh,SENP8 block-1,PfGluPho inh,SENP6 inh
CC(C)(C)c1nnc(NC(=O)C2c3ccccc3Oc3ccccc32)s1,-17,-1,-8,-29,38,77*,-23
